# Pf Dd2 growth – inhibitors of Plasmodium falciparum Dd2 growth. P. falciparum Dd2 growth, SYBR Green, 72 h. Potency, µM (highest dose often 28.9 µM), without a hit: at the highest dose activity, negative = inhibition, actives largely listed as inhibitors. actives 4.3% (n = 120,000). AID 1347417; active = well fitted inhibition curve with a large enough effect; inconclusive = small, poorly fitted or top-dose-only effect; inactive = no such curve, though single readings can be large or run the other way;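 also: plate controls were DMSO vehicle for no effect and reference drug for full effect; nearly all actives have a fitted effect of over 65% in size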
#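 Infected erythrocytes (Dd2, 0.3% parasitemia, 2.5% hematocrit final) are added to compound in RPMI-1640/Albumax II medium, grown 72 h at 37C in low oxygen, then lysed with saponin/Triton-X containing SYBR Green and read by fluorescence.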
# Numbers without * were called inactive; i = inactive; ? = inconclusive; [ ] = dose if it differs, or a comment. Potency is read from the fitted curve at half-maximal effect.
SMILES,Pf Dd2 growth
CCN1CCN(C(=O)c2ccc3c(c2)N(Cc2ccc(F)cc2)C(=O)c2ccccc2S3(=O)=O)CC1,?
CCOC(=O)c1cnn(-c2ccc(C(=O)Nc3cccc(C(C)=O)c3)cc2)c1N,i
O=C1NC(C(=O)NCc2ccccc2)Cn2cccc21 (stereo unspecified),-5.5%
COc1ccccc1CNC1(Cc2cc(CN3CCOCC3)on2)COC1,11.9%[44.1 µM]
Cc1ccccc1-c1cnc2[nH]cc(CC(=O)NC3CC3)c2c1,-16.6%[44.1 µM]
NC(=O)[C@@H]1CN(C2CCSCC2)C[C@H]1COc1ccncc1,0.7%
C[S+](=O)([O-])N1CC2(Cc3ccccc31)CN(C(=O)C1CC1)C2,-4.6%[44.1 µM]
O=C(NCCOc1ccccc1)c1cnc2n1CCN(Cc1ccc3[nH]ccc3c1)CC2,12.6µM*
COC(=O)[C@@H](C)NC(=O)[C@H]1CN(S(=O)(=O)c2ccccc2)CCN1C(=O)N1CCOCC1,5.4%
Cc1noc(-c2cccc(OC3CN(C(=O)c4cc(F)ccc4F)C3)c2)n1,i[5.79 µM]
CCOc1ccc(-c2cnc(NCc3ccc(C(F)(F)F)cc3)n2C)cc1,-27.6%
CCc1ccccc1NC(=O)Cn1nnc(C(=O)NCc2cccs2)c1N,19.1%
O=C(COc1ccc(F)cc1)N1CCc2nn(Cc3ccccc3)c(=O)n2CC1,-29.6%
CCCOc1ccc(CN2C[C@@H](CO)[C@H](C(=O)N(C)C)C2)cc1,-17.5%
CCc1ccc(NC(=O)c2cc3c(=O)n(Cc4cccs4)ccc3nc2C)cc1,12.6µM*
CN(C)C[C@@H]1CN(Cc2cccnc2)C[C@H]1NC(=O)C1(c2ccccc2)CC1,?
CC1CCN(C(=O)c2ccccc2OCC2CCCN(C3CCC3)C2)CC1 (stereo unspecified),-2.3%
c1coc(-c2nc(CNC3CCC4(CCNCC4)CC3)no2)c1,11.2µM*
Cc1noc(C)c1S(=O)(=O)N1CCC2(C1)OC(=O)Nc1cnccc12 (stereo unspecified),-6.9%
CN(CCc1ccccn1)[C@H]1[C@@H]2OC[C@@H](O2)[C@@H](N(CC2CC2)CC2CC2)[C@@H]1O,i
CN(C)C(C(=O)N1CCN(c2ncccc2C#N)CC1)c1cccc(F)c1 (stereo unspecified),-20.3%
Cc1ccc(NC(=O)CN2C(=O)NC3(CCC(C)CC3)C2=O)c(Cl)c1 (stereo unspecified),15.7%
O=C(CCC1CCN(C(=O)c2ccccc2F)CC1)NC1CC1,-15.2%
Cc1ccc(C(=O)N2CCC(Oc3ccccc3-c3nc(-c4ccncc4)no3)C2)cn1 (stereo unspecified),i
CCc1nn2c(=O)cc(COC(=O)c3ccccc3NC(=O)COc3ccc(F)cc3)nc2s1,116.3%[activator]

# Taken from above:
# Entry of COc1ccccc1CNC1(Cc2cc(CN3CCOCC3)on2)COC1 in Pf Dd2 growth: 11.9%[44.1 µM]
# Entry of Cc1ccccc1-c1cnc2[nH]cc(CC(=O)NC3CC3)c2c1 in Pf Dd2 growth: -16.6%[44.1 µM]

# Grouped by structure, those above containing a thiophene ring, fused or not
SMILES,Pf Dd2 growth
CCc1ccccc1NC(=O)Cn1nnc(C(=O)NCc2cccs2)c1N,19.1%
CCc1ccc(NC(=O)c2cc3c(=O)n(Cc4cccs4)ccc3nc2C)cc1,12.6µM*

# (more compounds)
SMILES,Pf Dd2 growth
COc1ccc(-c2cc(N3CCCC(NC(=O)c4ccc(C)c(F)c4)C3)n[nH]2)cc1 (stereo unspecified),-13.0%
O=C(C1CCN(c2ncnc3c2nc2n3CCCCC2)CC1)N1CCN(c2cccc(Cl)c2)CC1,-15.0%
COc1cccc([C@@H]2Nc3ccc(C(=O)O)cc3[C@@H]3C=CC[C@@H]32)c1OC,1.6%
Cc1nn(C)c2ncnc(NCCc3c[nH]c(=O)[nH]c3=O)c12,2.5%
CC(C)CNC(=O)N1CCCC(c2nc(-c3cccnc3)no2)CCNC(=O)CC1 (stereo unspecified),-16.7%
Clc1ccc(-c2nc3ccccn3c2Nc2ccc3c(c2)OCCO3)s1,?
O=C(COc1ccccc1Cl)OCc1cc(=O)n2nc(C3CCCCC3)sc2n1,i
CCc1ccc(CNC(=O)CN2C(=O)C(c3ccccc3)=NC23CCCC3)cc1,-4.0%
Cc1ccc(NC(=O)Cn2c(C)cc3nc4n(c(=O)c32)CCC4)c(C)c1,-13.6%
Cn1c(-n2cccc2)c(-c2c(-c3ccc(F)cc3)[nH]c3c2c(=O)[nH]c(=O)n3C)c(=O)[nH]c1=O,-17.5%
CCC(=O)N1CCc2cc(S(=O)(=O)NCCC(=O)Nc3cccc(SC)c3)ccc21,9.3%
CCOc1ccccc1CNC(=O)CN1C(=O)C2CCCCN2c2ccc(C(=O)N(C)C)cc21 (stereo unspecified),?
Cc1ccc(C(=O)NCc2nnc3cc(-c4nc(C)no4)ccn23)cc1,i
O=C(Cn1c(=O)oc2ccccc21)N1CCC2(CC1)CC(OCC1CC1)CCO2 (stereo unspecified),-3.5%
COc1ccc(NC(=O)c2cc3n(n2)CC(c2ccc4c(c2)OCO4)OC3)c(OC)c1 (stereo unspecified),-4.7%
COC(=O)c1ccc(OCC(O)Cn2cnc3cc(C)c(C)cc32)cc1 (stereo unspecified),?
CCCn1c(=O)c2sccc2n2c(CCCC(=O)N3CCN(c4cccc(Cl)c4)CC3)nnc12,-5.2%
CCCCn1c(=O)n(-c2ccc(Br)cc2F)c(=O)c2c3c(sc21)CN(C(C)=O)CC3,?
CCCN(CCC)CCCNC(=O)Cn1cnc2onc(-c3ccc(F)cc3)c2c1=O,?
Cc1ccc([S+](=O)([O-])N2CCc3nc(C4CC4)nc(-c4ccc(Cl)cc4)c3C2)cc1,17.5%
COc1cccc(C(=O)N2CCC(N3C[C@H](O)C[C@H]3C(=O)N3CCN(c4ccccc4)CC3)CC2)c1,?
CCc1ccc2oc(C(=O)Nc3cccc(Cl)c3C)cc(=O)c2c1,70.2%[activator]
Cc1ccc(NC(=O)N2CCC(Oc3ncccc3C(=O)N(C)C)C2)cc1 (stereo unspecified),-14.3%
COc1ccccc1-c1cc(C(=O)Nc2ccc3c(c2)C(=O)N2CCC[C@H]2C(=O)N3)[nH]n1,i
CN1C(=O)N(C)C2(CCN(CCOc3ccccc3)C2)C1=O (stereo unspecified),29.2%
CCc1cc2c(cc3c(=O)n(CC(=O)NC(C)C)nc(CC)n32)s1,6.0%
CN(Cc1ccccc1)C(=O)c1ccnc(-c2nnc3ccc(Nc4ccccc4)nn23)c1,-22.1%[44.1 µM]
CSc1ncc(C(=O)NCc2cccc(Br)c2)c(-c2ccccc2)n1,26.8%
COc1ccc(N2CCN(C(=O)c3cc(S(=O)(=O)N4CCCCCC4)cn3C)CC2)cc1,-20.2%
COc1cccc(NC(=O)CCC2CCN(C(=O)c3ccccc3)CC2)c1,-24.8%
COc1ccc(CC(=O)N2CCCN(c3cc(-c4ccc(Cl)cc4)[nH]n3)CC2)cc1,-12.9%
O=C1Cc2c(-c3cccc(O)c3)n[nH]c2CN1CC1CC1,?
CC(C)CCNC(=O)C1c2ccccc2C(=O)N(Cc2ccccc2)C12CCCC2 (stereo unspecified),-15.6%
COCCC(=O)N1CCC2(CC1)CC(C(=O)N1CCOCC1)N(C)C2 (stereo unspecified),-5.0%
CC(C)CN1CCN(C(=O)c2ccc3c(c2)CC(=O)N3Cc2ccc(F)cc2)CC1,?
Cc1cc2ncc(C(=O)NCCN3CCOCC3)cn2n1,4.9%[44.1 µM]
O=C(c1ccccc1Cl)N1CCC2(CC1)NC(=O)N(Cc1ccccc1)C2=O,i
COc1ccc2nc([C@H]3CCN(Cc4ccc5c(c4)OCO5)C3)[nH]c2c1,?
CCN1c2cc(C(=O)Nc3ccc(C)c(F)c3)ccc2C(=O)N2CCCCCC21 (stereo unspecified),?
COCCNC(=O)c1cnc2cc(C)nn2c1,4.5%[44.1 µM]
CCOc1ccc(CCNC(=O)Cn2c(-c3cccs3)cc3cc(F)ccc32)cc1OCC,?
O=C1C(c2cccc(Br)c2)N(CCc2ccccc2)C(=O)CN1C1CCCCC1 (stereo unspecified),-17.5%
O=[S+]([O-])(c1cccc(C(F)(F)F)c1)N1CCCC2(CC(c3cccc(C(F)(F)F)c3)=NO2)C1 (stereo unspecified),13.1%
Cc1cccc(S(=O)(=O)N(C)CC2CCOC2)c1 (stereo unspecified),24.2%[5.79 µM]
Cc1ccc(-c2cn3c(n2)CO[C@@H](CNCc2ccc(S(C)(=O)=O)cc2)C3)cc1,i
Cn1c(CNC(=O)Cn2nc3c(cc2=O)CCCCC3)nc2ccccc21,-6.9%
C#CCO[C@@H]1CCN(S(=O)(=O)c2cccs2)[C@H](C(=O)N[C@H](C)C(N)=O)C1,13.9%[44.1 µM]
CC(C)(C)C(=O)N1CCCC(c2nn(-c3ccccc3)c(=O)[nH]2)C1 (stereo unspecified),i
CC(=O)Nc1ccc(S(=O)(=O)N[C@H]2CO[C@H]3[C@@H]2OC[C@@H]3n2nnnc2-c2ccc(N(C)C)cc2)cc1,?
COc1ccc(OC)c(C(C)NC(=O)Cn2c(=O)cc(C)c3c(C)nn(-c4ccc(C)cc4)c32)c1 (stereo unspecified),-8.3%

# (listing goes on)
SMILES,Pf Dd2 growth
O=C(c1ccccc1OCC1CCCN(C2CCCC2)C1)N1CCOCC1 (stereo unspecified),i
Cc1cccc2nc(C(=O)N3CCCC(c4[nH]ncc4-c4ccccc4)C3)cn12 (stereo unspecified),-28.5%
Cc1ccc2oc(=O)c3cnn(CC(=O)N4CCN(c5ccccc5)CC4)c3c2c1,21.5%[5.79 µM]
CC(C)(C)c1coc([C@@H]2COCCN2C2CCC2)n1,-5.6%[44.1 µM]
CCC(=O)NCCC1CCN(C(=O)Nc2cc(F)cc(F)c2)CC1,-20.9%
CN(C)c1ccc(CN2C[C@H](O)C[C@H]2c2nc(-c3cccnc3)no2)cc1,-10.1%[44.1 µM]
CCOc1cc(=O)n2c(c1C(=O)Nc1ccc(S(N)(=O)=O)cc1)CCCC2,57.8%[activator]
CCCCc1cn(C[C@H]2CC3CCN2C[C@@H]3C(=O)NCc2ccc3c(c2)OCO3)nn1 (stereo partly specified),i
c1ccc(-c2nnc([C@H]3CCN(C4CCC4)C3)o2)cc1,?
CCCCN(CC)C(=O)CSc1nc2n[nH]c(C)c2c(=N)n1-c1cccc(Cl)c1,?
COc1cccc(CN2CCCC(Cc3ncc(C)n3Cc3ccccc3)C2)c1 (stereo unspecified),-22.7%
Cc1ccc(S(=O)(=O)N2CCC(n3cnnc3C)CC2)c(C)c1,?
CC(=O)N1CCCc2cc(S(=O)(=O)N3CCCC(C(=O)NCc4ccccc4)C3)ccc21 (stereo unspecified),?
O=C(OCc1ccccc1Cl)c1ccc(-c2nnn(Cc3ccccc3)n2)cc1,30.5%[activator]
CCOC(=O)c1[nH]c2ccccc2c1NC(=O)c1ccc(OCC)cc1,-20.7%
CC(C)(C)CC(=O)NC[C@H]1OC[C@@H](N(Cc2ccccc2)Cc2ccccc2)[C@@H]1O,i
COc1ccc(S(=O)(=O)n2nc(-c3ccco3)nc2NCc2ccc(C(C)C)cc2)cc1,-28.4%
CCc1ccc(CNC(=O)C2CCN(c3nn4cc(-c5ccc(OC)cc5)nc4s3)CC2)cc1,17.2%
CC1=C[C@@H](CNCc2ccc(Cl)cc2)[C@H](C(C)C)C[C@H]1Cc1nnc(-c2cncn2C)o1,3.98µM*
CCN1c2cc(C(=O)Nc3ccc(F)cc3)ccc2C(=O)N2CCCCCC21 (stereo unspecified),i
CCOC(=O)c1ccc(Nc2c(-c3ccc(OC)cc3)nc3nc[nH]n23)cc1,?
COc1cc(OC)c(NC(=O)CCn2cnc3onc(-c4ccc(F)cc4)c3c2=O)cc1Cl,?
O=C(NCC1CCN(Cc2cccc(Cl)c2)CC1)Nc1ccc(F)c(Cl)c1,?
O=C(COCc1ccccc1)N1CC[C@H]2COC(=O)N2c2cc(F)ccc2C1,-12.0%[44.1 µM]
Cc1ccccc1CNC(=O)[C@H]1CN(Cc2ccccc2)C[C@H]1C(=O)O,i
O=C1NCCOCCN(C(=O)Nc2ccc3c(c2)OCCO3)[C@@H]2CCCC[C@H]12,-21.1%
COc1ncccc1-c1nc(-c2c(C)noc2C)cc2[nH]c(C)cc12,i
CN1C(=O)C2(CCN(C(=O)c3ccccc3)C2)c2ccccc21 (stereo unspecified),-15.2%[44.1 µM]
O=C(c1ccc2nc(-c3ccc(F)cc3)cn2c1)N1CCC(F)CC1,-8.6%
COc1ccccc1N1CCN(C(CNC(=O)C(=O)NCc2ccc(C)cc2)c2cccnc2)CC1 (stereo unspecified),?
Cc1nc2c(c(-c3ccc(O)cc3)n1)CN(C(=O)c1ccc(F)cc1)CC2,i
CCCS(=O)(=O)c1ncc(Cl)c(C(=O)N(Cc2ccccc2)Cc2ccco2)n1,7.8%
CN(C)c1cccc(C(=O)N2CCC3(CC2)N=C(c2ccccc2)NO3)c1,?
COc1ccc(C(=O)c2sc(Nc3ccccc3)nc2N)cc1,8.91µM*
O=C(Nc1ccc2nc(SCC(=O)N3CCOCC3)sc2c1)c1cccc(Cl)c1,?
O=C(NC1CCN(c2cc(-c3ccccc3)[nH]n2)CC1)c1ccc(Cl)cc1,-0.9%
CCn1ccc(C(=O)N2CCC3(CC2)c2nccn2-c2ccccc2CN3CC(C)C)n1,?

# Only part of the results is shown; the hit share may differ from the screen's.
